NCI-60 one-dose screen, 48 h, at 10 µM unless noted. Numbers give growth in % (100 = growth as untreated, 0 = no growth, -100 = all killed).
HT29 = HT29 colon cancer. actives 7.4% (n = 81,000)
NCI-H460 = NCI-H460 lung cancer; AID 1794736; actives 6.8% (n = 82,000)
NCI/ADR-RES = NCI/ADR-RES ovarian cells; actives 4.4% (n = 81,000); AID 1794790
HCT-15 = HCT-15 colon cancer | actives 5.2% (n = 82,000) | AID 1794746
HCT-116 = HCT-116 colon cancer; actives 7.3% (n = 82,000)
NCI-H322M = NCI-H322M lung cancer | actives 2.7% (n = 80,000) | AID 1794733
NCI-H226 = NCI-H226 lung cancer; actives 3.5% (n = 79,000); AID 1794732
COLO 205 = COLO 205 colon cancer; actives 7.3% (n = 79,000)
NCI-H522 = NCI-H522 lung cancer. actives 8% (n = 78,000)
Starred values were filed as active, the others as inactive; x = no result given. Rule for the calls: active = growth percent below 10; inactive = the rest.

SMILES	HT29	NCI-H460	NCI/ADR-RES	HCT-15	HCT-116	NCI-H322M	NCI-H226	COLO 205	NCI-H522
COc1cc(C2NC(=O)NC(C)=C2C(=O)OC(C)C)ccc1OCc1ccccc1 (stereo not drawn)	69	94	83	82	88	101	86	104	84
O=C(Cn1ccc2ccccc21)Nc1ccc(-c2nc3ccccc3s2)cc1	115	105	100	110	102	99	102	101	102
CC1=C(C)C(=O)C(Nc2cccc(C(=O)OC(C)(C)C)c2)=C(Cl)C1=O	98	100	98	80	73	100	91	118	82
COc1ccc(CCN2CCN(c3cccc(Cl)c3)CC2)cc1OC	85	90	92	93	64	91	101	149	81
C#C[C@H](O)/C=C/CCCCCCC#C[C@H](O)CC[C@@H](O)C#CCCCCCC/C=C/[C@@H](O)C#C	81	97	54	80	57	96	116	80	-73*
Cc1ccc(-c2nc([P+](c3ccccc3)(c3ccccc3)c3ccccc3)c(Nc3ccccc3)o2)cc1	-2.1*	-45*	-3.4*	2.0*	-22*	4.0*	20	-63*	-33*
CN(C)/C=C1\CC2C(=O)N(/C(=C/N(C)C)c3ccncc3)C(N(C)C)N2C1=O (stereo not drawn)	82	108	103	92	93	103	x	110	70
COC(=O)c1nc(=S)[nH]c(C(=O)OC)c1C(=O)c1ccc(O)cc1O	110	119	111	107	101	109	105	125	97
O=C1/C(=C/c2ccccc2)CN(C(=O)CCN2CCC(=NO)CC2)C/C1=C\c1ccccc1	-81*	-32*	15	-43*	-69*	34	104	-47*	-61*
S=C(NCCc1ccccc1)Nc1ccc(OCc2nc3ccccc3[nH]2)cc1	108	108	110	98	103	100	108	109	101
C=CC(CC(c1ccccc1)(c1ccccc1)c1ccccc1)N(CC)CC (stereo not drawn)	16	63	66	41	44	90	76	65	84
Cc1cc(C2=NNC(=O)Cc3cc4c(cc32)OCCO4)ccc1N	71	109	66	74	81	95	97	84	64
CSc1nnc(CN2CCN(c3cc4c(cc3F)c(=O)c(C(=O)O)cn4C3CC3)CC2)o1	97	96	100	101	99	98	99	108	93
O=C(O)CC/C(=N\NC(=O)c1ccncc1)c1ccc(F)cc1	106	110	102	108	102	122	100	117	93
CCOC(=O)C1=C(CSC2=NCCS2)N(C)C(=O)NC1c1ccccc1 (stereo not drawn)	97	99	85	72	91	73	104	111	81
CCCCCCCSc1ccc(C(=O)O)cc1	112	104	109	111	99	100	97	x	100
CCN(CC)CCSc1cc(C)c2ccc(N)nc2n1	94	101	112	99	103	96	109	99	89
CN(C)CC1CCCCCC(CN(C)C)C1=O (stereo not drawn)	32	106	88	7.4*	-35*	116	91	-81*	-43*
CCCCCCCCCCCCCCCC1=NCCN1	4.2*	33	75	0.9*	35	77	81	-71*	74
O=c1[nH]c2ccccc2c(-c2cccc(O)c2)c1O	100	105	100	102	99	94	86	112	89
COc1cc(-c2csc(NC(=O)c3ccc(Cl)c(C(F)(F)F)c3)n2)cc(OC)c1OC	56	85	78	82	75	77	68	85	40
COc1cc(C2C(C#N)=C(N)Oc3cc(O)ccc32)cc(OC)c1OC (stereo not drawn)	2.4*	9.7*	38	30	18	x	68	8.4*	1.5*
NS(=O)(=O)c1cnccc1-n1ccc(=O)c(S(N)(=O)=O)c1	105	109	99	91	92	94	84	94	9.2*
O=[N+]([O-])c1ccc(C=Nc2c(-c3ccccc3)no[n+]2[O-])o1	103	98	97	76	90	94	102	103	98
COc1ccc2c(c1)C(C)Cc1c(ncnc1-n1cnc3cc(C)ccc31)N2C (stereo not drawn)	5.8*	4.0*	6.7*	13	6.8*	49	60	-47*	12
C/C(=N\NC(=O)C(C)SC(C)C(=O)N/N=C(\C)c1cccnc1)c1cccnc1 (stereo not drawn)	94	104	108	102	110	104	106	107	77
CN(C)CCC(=O)C1CCCS1 (stereo not drawn)	106	109	98	101	89	103	100	114	80
Nc1cc(Cl)c(O)c(Cl)c1	104	107	111	102	109	105	106	107	89
CCC/C(=C(\C)c1ccccc1)c1ccccc1	94	100	104	107	105	90	98	103	85
CS(=O)(=O)c1ccc2c(c1)c1c(n2S(=O)(=O)c2ccc(Cl)cc2)CCCC1	5.4*	9.5*	21	24	19	49	54	-36*	-44*
Cc1nn(-c2ccccc2)c(N)c1N=C1NC(=O)/C(=C/c2ccc(Cl)cc2)S1	106	93	92	81	84	82	83	88	87
Cc1ccc(-c2nc3ccccc3n2CC(=O)N/N=C/c2ccc(OCc3ccccc3)cc2)o1	91	91	96	75	93	80	93	110	73
COc1ccc(-c2nnc(SCC(=O)Nc3ccc(C(=O)/C=C/c4ccc(Cl)cc4)cc3)n2-c2ccccc2)cc1	99	106	102	95	76	118	103	107	84
O=C(CCCCCCN1CC(=O)N2[C@@H](c3ccc(C(F)(F)F)cc3)c3[nH]c4ccccc4c3C[C@H]2C1=O)NO	79	59	94	90	44	76	87	81	61
O=c1[nH]c(N2CCC(Cc3ccccc3)CC2)nc2sc3c(c12)CCCC3	84	102	97	101	104	97	92	105	x
CC(=O)NCc1c(I)c(NC(C)=O)c(I)c(C(=O)O)c1I	103	111	107	107	105	97	94	125	101

Single records, as listed above.
Cc1nn(-c2ccccc2)c(N)c1N=C1NC(=O)/C(=C/c2ccc(Cl)cc2)S1 as listed: HT29: 106; NCI-H460: 93; NCI/ADR-RES: 92; HCT-15: 81; HCT-116: 84; NCI-H322M: 82; NCI-H226: 83; COLO 205: 88; NCI-H522: 87
O=c1[nH]c(N2CCC(Cc3ccccc3)CC2)nc2sc3c(c12)CCCC3 as listed: HT29: 84; NCI-H460: 102; NCI/ADR-RES: 97; HCT-15: 101; HCT-116: 104; NCI-H322M: 97; NCI-H226: 92; COLO 205: 105; NCI-H522: x

(listing goes on)
SMILES	HT29	NCI-H460	NCI/ADR-RES	HCT-15	HCT-116	NCI-H322M	NCI-H226	COLO 205	NCI-H522
COC(=O)C1C(C)=Nc2c(N)ncnc2NC1c1ccccc1 (stereo not drawn)	103	107	108	108	105	105	98	106	105
CN(C)c1nc(-c2cccs2)n2nc(-c3ccc(Cl)cc3)cc2n1	33	-1.6*	38	92	7.0*	12	-26*	39	40
CN(NC(=O)C1CCC(=O)N1)c1ccccc1 (stereo not drawn)	106	102	111	108	112	103	106	107	96
COc1ccc2c(c1)CCc1cn[nH]c1-2	118	96	89	86	98	92	77	99	95
O=S(=O)(Nc1nccs1)c1ccc(NC2Nc3nc4ccccc4nc3S2)cc1 (stereo not drawn)	107	98	99	98	99	91	x	x	99
Cn1c(COC(=O)NCCN2CCOCC2)nc2c(N3CCOCC3)nc(-c3ccccc3)nc21	-58*	1.3*	-13*	-39*	-81*	69	-65*	-46*	-45*
O=C1NC(=NCCO)S/C1=C\c1ccc(O)cc1	92	109	99	97	81	98	95	108	72
O=S(=O)(NCC[C@@H]1C[C@H]1c1ccc2ccccc2c1)C(F)(F)F	108	110	107	94	98	109	110	101	86
CCCCCCCCCCCCCCCC(=O)N(CCC#N)CCC#N	89	102	79	81	88	98	91	108	74
N#Cc1c(-c2ccc(Cl)cc2)nc(SCC(=O)Nc2nc(-c3ccc(Cl)cc3)cs2)[nH]c1=O	96	104	97	98	94	88	86	112	79
CC(=O)c1ccc(N2CN(c3ccc(F)cc3)CC3=C2CC(C)(C)CC3=O)cc1	53	78	62	58	56	79	84	99	60
Cc1cc(Cl)ccc1NC(=O)Nc1ccc2oc(=O)ccc2c1	111	105	115	102	113	107	118	126	103
COc1cc(-c2nc(SCCC(C)C)nc(Nc3ccc(F)c(Cl)c3)c2C#N)cc(OC)c1OC	85	63	98	99	52	98	x	79	88
CCC/C(=C\c1ccc(OCOC)c(OCOC)c1)C(=O)NC(Cc1ccccc1)C(=O)C(=O)NCc1ccccc1 (stereo not drawn)	108	102	91	77	101	99	89	113	88
OCC1OC(c2ccccc2)OC2COC(c3ccccc3)OC12 (stereo not drawn)	95	109	117	99	96	95	96	115	84
Cc1nn(-c2ccccc2)c2ncnc(N/N=C/c3cccc([N+](=O)[O-])c3)c12	94	100	91	71	93	86	67	102	88
COc1cccc(Cn2c(Oc3ccccc3)nc3c2c(=O)n(C)c(=O)n3C)c1	86	95	87	91	84	97	x	90	82
O=C(Nc1ccc(F)cc1)Nc1cccc2ccccc12	106	92	96	89	101	83	101	107	83
C[n+]1ccc(C[n+]2ccccc2)c2ccccc21	100	121	117	102	100	92	98	113	81
CC(=O)N1N=C(c2cccc(OCCCCOc3cccc(C4=NN(C(C)=O)C(c5ccccc5)C4)c3)c2)CC1c1ccccc1 (stereo not drawn)	87	70	74	62	55	88	65	67	59
C=C(C)COC(=O)c1c(C)cc(C)cc1C	88	103	97	109	97	93	99	96	78
Cc1ccc(S(=O)(=O)c2nc(-c3ccccc3)sc2S(C)(=O)=O)cc1	106	101	102	92	95	103	109	135	84
N#Cc1c(-c2ccccc2F)cc(-c2ccccn2)[nH]c1=O	118	88	27	38	93	94	98	121	91
COc1cc(-c2nc(N3CCN(c4ccccc4Cl)CC3)c3ccccc3n2)cc(OC)c1OC	68	89	82	58	64	100	83	77	69

Structural class: the compounds so far containing two or more sulfur atoms (6)
SMILES	HT29	NCI-H460	NCI/ADR-RES	HCT-15	HCT-116	NCI-H322M	NCI-H226	COLO 205	NCI-H522
CCOC(=O)C1=C(CSC2=NCCS2)N(C)C(=O)NC1c1ccccc1 (stereo not drawn)	97	99	85	72	91	73	104	111	81
NS(=O)(=O)c1cnccc1-n1ccc(=O)c(S(N)(=O)=O)c1	105	109	99	91	92	94	84	94	9.2*
CS(=O)(=O)c1ccc2c(c1)c1c(n2S(=O)(=O)c2ccc(Cl)cc2)CCCC1	5.4*	9.5*	21	24	19	49	54	-36*	-44*
O=S(=O)(Nc1nccs1)c1ccc(NC2Nc3nc4ccccc4nc3S2)cc1 (stereo not drawn)	107	98	99	98	99	91	x	x	99
N#Cc1c(-c2ccc(Cl)cc2)nc(SCC(=O)Nc2nc(-c3ccc(Cl)cc3)cs2)[nH]c1=O	96	104	97	98	94	88	86	112	79
Cc1ccc(S(=O)(=O)c2nc(-c3ccccc3)sc2S(C)(=O)=O)cc1	106	101	102	92	95	103	109	135	84

Additional results:
SMILES	HT29	NCI-H460	NCI/ADR-RES	HCT-15	HCT-116	NCI-H322M	NCI-H226	COLO 205	NCI-H522
Cc1sc2c(c1C)c(=O)nc1c(C#N)n[nH]n12	95	106	100	99	95	107	92	98	78
N#Cc1c(-c2ccccc2)cc(-c2ccccc2)n(Cc2ccc(C(=O)NO)cc2)c1=O	101	91	90	86	91	94	92	109	75
Cc1cc(C)c2[nH]c(O)c(N=NC(=O)c3ccc(S(N)(=O)=O)cc3)c2c1	105	104	103	109	107	112	101	110	98
CN1CCc2cc3c(c4c2C1(C)C(=O)c1ccccc1-4)OCO3 (stereo not drawn)	99	107	101	104	102	103	103	109	96
Cc1ccc(C(=O)O)c(=O)[nH]1	96	113	126	115	111	92	101	107	92
N=c1scc(-c2ccc(Cl)cc2)n1CC(=O)N1CCOCC1	94	99	98	90	87	104	94	101	80
O=S(=O)(Nc1ccc(NS(=O)(=O)c2ccccc2)c(Cl)c1)c1ccccc1	107	102	100	110	98	115	102	114	78
Cc1nc2ccccc2o1	109	109	97	103	111	116	105	110	109
CC(C)COC(=O)/C=C(\CC(=O)OCC(C)C)C(=O)OCC(C)C	100	99	93	94	91	92	96	117	73
C=C1C(=O)O[C@H]2[C@H]1CC/C(Cn1cc(CNCCc3c[nH]c4ccc(OC)cc34)nn1)=C\CC[C@@]1(C)O[C@@H]21	91	112	104	101	82	97	102	x	12
Cc1c(Nc2n[nH]c(=S)s2)c(=O)n(-c2ccccc2)n1C	108	115	107	87	101	102	104	117	103
CCCCCC(=O)OC1CCC(C(C)(C)C)CC1 (stereo not drawn)	108	107	104	106	101	105	104	110	100
Cc1cc(C)c2nc(C)c(C)[n+]([O-])c2c1	96	115	104	98	97	95	103	111	85
O=S(=O)(NCCCNc1nccc(-c2c(-c3cccc(F)c3)nc3sccn23)n1)c1ccc(Br)cc1	24	61	34	26	46	81	33	33	38
CS(C)(NC(N)=O)OS(=O)(=O)O	x	112	113	109	110	124	108	114	87
c1ccc(Cn2cc3c(c2-c2ccccc2)CCc2cnoc2-3)cc1	30	54	41	49	45	96	84	81	57
N#CC1=C(N)Oc2c(ccc3ccccc23)C1c1ccc(Cl)cc1Cl (stereo not drawn)	108	104	110	101	98	98	76	114	90
CC1CCN(C(=S)SCc2ccc(-c3ccccc3-c3nn[nH]n3)cc2)CC1	86	113	100	109	92	97	98	109	75
Oc1cccc(-c2nc(-c3n[nH]c(=S)o3)cc3c2[nH]c2ccccc23)c1	96	109	106	109	104	112	91	105	82
CNC(=O)OC[C@H]1N=C(C)c2ccccc2N(CC(=O)N[C@@H](CB(O)O)C(C)C)C1=O	114	106	105	102	96	120	91	106	107
CCOC(=O)CNC(=O)CN(Cc1ccccc1)C(=O)[C@@]1(C)CCC[C@]2(C)[C@H]3C[C@H]4C(C(C)C)=C[C@]3(CC[C@H]21)[C@@H]1C(=O)OC(=O)[C@@H]14	42	61	45	18	37	106	71	103	36
O=c1[nH]c2ccc(Oc3ncccn3)cc2c(=O)n1Cc1cccc(NC(=S)Nc2cccc(F)c2)c1	95	x	100	101	89	115	93	x	74
CC(=O)OC(C(=O)NC(C(=O)O)C(C)C)c1ccccc1 (stereo not drawn)	92	114	99	108	108	93	x	107	85
CC(C)C[C@H](NC(=O)[C@H](Cc1ccccc1)n1ccc(Nc2ccccc2)cc1=O)B(O)O	102	104	108	100	97	100	104	105	102
CCN(CC)CCCC(C)Nc1ccnc2ccc(Cl)cc12 (stereo not drawn)	79	93	91	85	61	103	88	84	78
O=C1c2ccccc2C(=O)c2c(SC(=S)N3CCOCC3)cccc21	107	97	97	102	94	x	106	117	86

Screening data: PubChem, NCI

Outcome played no part in choosing rows; about 12% have a hit in one of these screens.
